Assay outcomes as filed in PubChem BioAssay.
GAA glycogen mod: GAA glycogen-cleavage inhibition or activation; P10253; recombinant GAA, glycogen substrate, Amplex Red glucose oxidase fluorescence; Potency, µM (series often up to 76.4 µM), for inactives: at the top dose activity change, negative = inhibition, actives largely listed as inhibitors; 300,000 tested, 0.38% active; AID 2100;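 further: 0% = full enzyme reaction and -100% = no-enzyme basal signal; the screen sought inhibitors and activators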
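Natural-substrate format: glycogen cleavage by 4 nM human enzyme, glucose read by Amplex Red coupling (Ex 573, Em 610 nm). Normalized to enzyme and no-enzyme controls.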
IMPase Li cell: cell-permeable IMPase inhibitors with lithium potentiation; Potency, µM (highest dose often 59.4 µM), inactives show at the top dose activity, negative = IMPase inhibition, actives largely listed as inhibitors; AID 1457; CHO-M1 cells, IP1 TR-FRET (IP-One), carbachol + lithium; 210,000 tested, 0.35% active;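 further: IP1 builds up when IMPase is blocked and the TR-FRET signal falls; plate controls were basal vehicle for no effect and high inhibitor control for full effect; nearly all actives have a fitted effect of over 50% in size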
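CHO cells stably expressing M1 receptor (2000/well, cultured 16–30 h) treated 30 min at 37C with compound plus low lithium. Cytosolic IP1 by TR-FRET (665/620 ratio and 620 channel) after 10 min lysis; AC50 by Hill fit.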
GAA inhib: inhibitors of human lysosomal alpha-glucosidase; 200,000 tested, 0.005% active; Potency, µM (doses to about 76.9 µM), without a hit: at the highest dose activity change, negative = inhibition, hits mostly inhibitors; purified human GAA, 4-MU-alpha-glucoside fluorescence;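 further: plate controls were uninhibited enzyme wells for no effect and no-enzyme background for full effect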
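AC50 values come from Hill fits of compound titrations (up to 77 uM) against 4 nM human enzyme. Substrate 4-methylumbelliferyl-alpha-D-pyranoside at 400 uM, pH 5.0 citrate buffer, 20 min room temperature; fluorescence Ex 365/Em 440 after alkaline stop.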
aGlu spleen mod: lysosomal alpha-glucosidase (human) modulation. P10253. human spleen homogenate, 4-MU-alpha-glucoside fluorescence. Potency, µM (titrated, usually from 79.9 µM), without a hit: at the top dose activity change, negative = inhibition, actives largely listed as inhibitors. 240,000 tested, 0.006% active. AID 2112;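 further: 0% = enzyme with vehicle and -100% = no enzyme basal signal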
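Human spleen homogenate (1 ug) incubated with compounds and 1 mM 4-methylumbelliferyl-alpha-D-glucopyranoside in pH 5.0 citrate/phosphate buffer, 37 C, 40 min. Stopped at pH 10; 4-MU fluorescence (Ex 365/Em 440 nm); AC50 by Hill fit.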
RGS12 GoLoco inh: blocks human Gai1 binding to RGS12 GoLoco peptide, red readout; P63096; AID 880; Gai1:RGS12 GoLoco peptide FP, rhodamine, 10 min; 230,000 tested, 0.44% active; Potency, µM (doses to about 61.6 µM), without a hit: at the highest dose activity, negative = inhibition, hits mostly inhibitors; active means well fitted inhibition curve with a large enough effect, not every such curve was filed as active; inactive means no such curve, though single readings can be large or run the other way; further: on the % scale 0 is the no-effect control and ±100 the full control effect; nearly all actives have a fitted effect of over 30% in size; many of its hits are not listed in these tables
Target sequence (P63096 whole entry, looked up): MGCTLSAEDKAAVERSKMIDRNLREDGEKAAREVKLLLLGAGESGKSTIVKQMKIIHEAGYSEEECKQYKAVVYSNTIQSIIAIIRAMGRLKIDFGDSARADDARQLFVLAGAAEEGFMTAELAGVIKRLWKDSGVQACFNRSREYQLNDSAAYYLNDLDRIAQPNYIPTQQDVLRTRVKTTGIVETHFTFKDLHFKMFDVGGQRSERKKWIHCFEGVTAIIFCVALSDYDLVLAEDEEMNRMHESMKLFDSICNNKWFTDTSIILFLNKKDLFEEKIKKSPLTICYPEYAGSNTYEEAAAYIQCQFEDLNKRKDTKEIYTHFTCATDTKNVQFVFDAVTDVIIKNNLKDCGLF
HttQ103 aggreg: inhibitors of mutant huntingtin aggregate formation in PC12 cells; PC12 HttQ103-GFP aggregates, Acumen cytometry, 40 h; Potency, µM (highest dose often 46.1 µM), without a hit: at the top dose activity change, negative = inhibition, hits mostly inhibitors; 220,000 tested, 1.1% active; further: on the % scale 0 is the no-effect control and ±100 the full control effect; nearly all actives have a fitted effect of over 60% in size
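Read-out: GFP aggregate count by laser scanning cytometer (488 nm excitation, 500-530 nm emission, 1–25 µm objects >6 SD above background). Cells: PC12, inducible HTTex1-Q103-GFP, 100 nM tebufenozide; compounds titrated.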
HTT cytoprotect: cytoprotection in Huntington HTT-Q103 PC12 cell model. 230,000 tested, 0.14% active. Potency, µM (top dose mostly 56.4 µM), for the others: cytoprotection (ATP increase), most hits filed as activators. PC12 HTT-Q103 induced, cytoprotection, ATP luminescence, 40 h;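 further: % of control where 0% means no effect; nearly all actives have a fitted effect of over 45% in size; toxic huntingtin expression switched on by the ecdysone agonist tebufenozide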
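PC12 cells with ecdysone-inducible HTT exon 1 Q103-GFP, induced with 100 nM tebufenozide and co-treated with library compounds in a dose series (1536-well, 1500 cells/well). Cytoprotection read as ATP content by ATPlite luminescence.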
* marks the source's active call; other numbers are inactive results; [ ] = dose if it differs, or a comment. Unless noted, the call rests on the fitted dose curve; in most records, active means well fitted curve in the direction sought with a large enough effect; inconclusive means small, poorly fitted or top-dose-only effect, or another doubt; inactive means no such curve, though single readings can be large; an effect the other way counts as inactive or inconclusive. Potency means the concentration at half of the fitted maximal effect.

Results for COc1cc(-c2nnc(CSc3nnc(Nc4ccc(Oc5ccccc5)cc4)s3)o2)cc(OC)c1OC ?
GAA glycogen mod: -6%; IMPase Li cell: 9%; GAA inhib: 6%; aGlu spleen mod: -1%; RGS12 GoLoco inh: 15%; HttQ103 aggreg: 8%; HTT cytoprotect: -19%[10 µM]

Results for CC/C(C)=C1\SC(N2CCN(c3cccc(C(F)(F)F)c3)CC2)=NC1=O ?
GAA glycogen mod: -2%; IMPase Li cell: -15%[38.3 µM]; GAA inhib: -9%; aGlu spleen mod: 0%; RGS12 GoLoco inh: -5%; HttQ103 aggreg: inconclusive; HTT cytoprotect: -18%

What do the screens show for `COc1ccc(OC)c2[nH]c(=O)c(CCNC(=O)c3cc4ccccc4o3)cc12`?
GAA glycogen mod: -8%; IMPase Li cell: 3%[38.3 µM]; GAA inhib: 1%; aGlu spleen mod: 2%; RGS12 GoLoco inh: 15%; HttQ103 aggreg: 2%; HTT cytoprotect: -3%[10 µM]

What do the screens show for `O=S(=O)(NCc1cccnc1)c1ccccc1`?
GAA glycogen mod: -2%; IMPase Li cell: 20%[38.3 µM]; GAA inhib: -6%; aGlu spleen mod: -2%; RGS12 GoLoco inh: 1%; HttQ103 aggreg: 13%; HTT cytoprotect: 9%

Results for Cc1cccc2c1NC(=O)C21N2CCCC2C(C(=O)c2ccc3ccccc3c2)C12C(=O)Nc1ccccc12 (configuration not stated) ?
GAA glycogen mod: -7%; aGlu spleen mod: -1%; RGS12 GoLoco inh: 0%; HttQ103 aggreg: -11%[9.22 µM]; HTT cytoprotect: -18%[10 µM]

What do the screens show for `O=C(O)c1ccc(NS(=O)(=O)c2cc(C(=O)O)ccc2Br)cc1`?
GAA glycogen mod: 0%; IMPase Li cell: 15%[38.3 µM]; GAA inhib: 2%; aGlu spleen mod: -1%; RGS12 GoLoco inh: 2%; HttQ103 aggreg: inconclusive; HTT cytoprotect: -89%[inhibitor][10 µM]

What do the screens show for `CC(=Nc1ccc(O)cc1)c1sc2ccccc2c1O`?
GAA glycogen mod: -21%; IMPase Li cell: 10%; GAA inhib: 0%; aGlu spleen mod: -3%; RGS12 GoLoco inh: 15%; HttQ103 aggreg: inconclusive; HTT cytoprotect: -114%[inhibitor][0.074 µM]

How did Cc1ccc(C(=O)NC(=S)N2CCN(c3ccc([N+](=O)[O-])cc3)CC2)cc1 do in these assays?
GAA glycogen mod: -7%; IMPase Li cell: 1%; GAA inhib: -7%; aGlu spleen mod: -5%; RGS12 GoLoco inh: 10%; HttQ103 aggreg: -7%; HTT cytoprotect: -2%[10 µM]

What do the screens show for `N#CCC(=O)N1CC2(CC(c3cccc(NC(=O)COc4ccc(Cl)cc4)c3)=NO2)C[C@@H]1C(N)=O` (some centres not stated)?
GAA glycogen mod: 4%; aGlu spleen mod: 3%; RGS12 GoLoco inh: 8%; HttQ103 aggreg: -34%[9.22 µM]; HTT cytoprotect: 5%[10 µM]

How did COC(=O)c1ccccc1NC(=O)CN1CCOCC1 do in these assays?
GAA glycogen mod: 2%; IMPase Li cell: 10%[38.3 µM]; GAA inhib: -1%; aGlu spleen mod: -3%; RGS12 GoLoco inh: -3%; HttQ103 aggreg: 7%; HTT cytoprotect: -4%

Results for Cc1c([N+](=O)[O-])c2ccc(O)cc2n1-c1ccccc1 ?
GAA glycogen mod: 0%; GAA inhib: -2%[15.4 µM]; aGlu spleen mod: 3%; RGS12 GoLoco inh: 0%; HttQ103 aggreg: inconclusive; HTT cytoprotect: 23%[10 µM]

How did C=CCOc1ccccc1CNCc1cccnc1 do in these assays?
GAA glycogen mod: 1%; IMPase Li cell: 21%[38.3 µM]; GAA inhib: 1%; aGlu spleen mod: -5%; RGS12 GoLoco inh: 4%; HttQ103 aggreg: 12%; HTT cytoprotect: 20%

Fetched one by one from above:
How did C=CCOc1ccccc1CNCc1cccnc1 do in these assays?
GAA glycogen mod: 1%; IMPase Li cell: 21%[38.3 µM]; GAA inhib: 1%; aGlu spleen mod: -5%; RGS12 GoLoco inh: 4%; HttQ103 aggreg: 12%; HTT cytoprotect: 20%

How did Cc1ccc(C(=O)NC(=S)N2CCN(c3ccc([N+](=O)[O-])cc3)CC2)cc1 do in these assays?
GAA glycogen mod: -7%; IMPase Li cell: 1%; GAA inhib: -7%; aGlu spleen mod: -5%; RGS12 GoLoco inh: 10%; HttQ103 aggreg: -7%; HTT cytoprotect: -2%[10 µM]

(further entries)
How did Nc1ccc(-n2nc(C(F)(F)F)cc2C(F)(F)F)cc1 do in these assays?
GAA glycogen mod: -18%; GAA inhib: -6%; aGlu spleen mod: -1%; RGS12 GoLoco inh: 10%; HttQ103 aggreg: -5%[9.22 µM]; HTT cytoprotect: 14%[10 µM]

Results for Cc1ccc(NC(=O)C2OCCc3ccccc32)cc1 (configuration not stated) ?
GAA glycogen mod: 0%; IMPase Li cell: 11%; GAA inhib: 7%; aGlu spleen mod: -3%; RGS12 GoLoco inh: 4%; HttQ103 aggreg: 2%[9.22 µM]; HTT cytoprotect: -26%[10 µM]

What do the screens show for `CC(SCc1ccccc1)C(=O)Nc1ccc2c(c1)OCO2` (configuration not stated)?
GAA glycogen mod: -3%; IMPase Li cell: 22%[38.3 µM]; GAA inhib: 0%; aGlu spleen mod: -3%; RGS12 GoLoco inh: -6%; HttQ103 aggreg: -3%; HTT cytoprotect: -8%

Results for CCOC(=O)c1nc(Nc2ccccc2)c2ccccc2n1 ?
GAA glycogen mod: 7%; IMPase Li cell: 20%[38.3 µM]; GAA inhib: 0%; aGlu spleen mod: 0%; RGS12 GoLoco inh: 4%; HttQ103 aggreg: -6%; HTT cytoprotect: 3%

How did CCOC(=O)C1=C(C)C2C3C(=O)N(c4ccccc4C)C(=O)C3C1(C)C1C(=O)N(c3ccccc3C)C(=O)C21 (configuration not stated) do in these assays?
GAA glycogen mod: -1%; IMPase Li cell: -8%; GAA inhib: -10%; aGlu spleen mod: 5%; RGS12 GoLoco inh: -9%; HttQ103 aggreg: 27%; HTT cytoprotect: -6%[10 µM]

Results for COc1ccc(CCN2C(=S)N(c3ccc(Cl)cc3)C(=O)C2CC(N)=O)cc1OC (configuration not stated) ?
GAA glycogen mod: -7%; GAA inhib: -9%; aGlu spleen mod: 4%; RGS12 GoLoco inh: -13%; HttQ103 aggreg: 7%[9.22 µM]; HTT cytoprotect: 22%[10 µM]

What do the screens show for `COc1cc(-c2ccc(N=C=O)c(OC)c2)ccc1N=C=O`?
IMPase Li cell: 15%; aGlu spleen mod: 7%; RGS12 GoLoco inh: 0%; HTT cytoprotect: -8%

What do the screens show for `CCN(CC)CC(C)CNC(=O)CN1C(=O)CSc2ccc(S(=O)(=O)N3CCOCC3)cc21` (configuration not stated)?
GAA glycogen mod: -2%; IMPase Li cell: 6%; GAA inhib: -1%; aGlu spleen mod: -4%; RGS12 GoLoco inh: -3%; HttQ103 aggreg: 3%

What do the screens show for `CCCN(CCC)c1ccc(CC(=O)NC(C)Cc2ccccc2)cc1` (configuration not stated)?
GAA glycogen mod: -24%; IMPase Li cell: 12%; GAA inhib: -25%; aGlu spleen mod: -6%; RGS12 GoLoco inh: -3%; HttQ103 aggreg: -13%; HTT cytoprotect: 21%[10 µM]

Results for COC(=O)[C@H]1O[C@@H](c2cc(OC)c(C)c(OC)c2O)[C@H](C)[C@@H](O)[C@H]1C ?
IMPase Li cell: 16%; aGlu spleen mod: 3%; RGS12 GoLoco inh: -5%; HTT cytoprotect: inconclusive

How did O=C1[C@@H]2C(c3ccccc3Cl)=NO[C@@H]2C(=O)N1Cc1ccccc1 do in these assays?
GAA glycogen mod: -5%; IMPase Li cell: 13%; GAA inhib: -1%; aGlu spleen mod: 0%; RGS12 GoLoco inh: -11%; HttQ103 aggreg: 0%; HTT cytoprotect: 16%[10 µM]

Results for O=C(CC1C(=O)N(c2ccc(F)cc2)C(=O)N1Cc1ccccn1)Nc1ccccc1 (configuration not stated) ?
GAA glycogen mod: 6%; IMPase Li cell: 19%[38.3 µM]; GAA inhib: 1%; aGlu spleen mod: -6%; RGS12 GoLoco inh: 3%; HttQ103 aggreg: -11%; HTT cytoprotect: -2%

How did COc1ccc(OCC(O)Cn2ccnc2C)cc1 (configuration not stated) do in these assays?
GAA glycogen mod: 1%; IMPase Li cell: 6%; GAA inhib: -5%; aGlu spleen mod: -4%; RGS12 GoLoco inh: 6%; HttQ103 aggreg: -5%; HTT cytoprotect: 27%[10 µM]

What do the screens show for `COc1ccc(C(=O)c2ccc(Cl)cc2Cl)cc1`?
GAA glycogen mod: -1%; IMPase Li cell: 19%[38.3 µM]; GAA inhib: -9%; aGlu spleen mod: 1%; RGS12 GoLoco inh: 8%; HttQ103 aggreg: -5%; HTT cytoprotect: 3%

What do the screens show for `Cc1cc(NC(=O)COC(=O)CSCc2ccc(Cl)c(Cl)c2)no1`?
IMPase Li cell: 5%[38.3 µM]; GAA inhib: -12%; aGlu spleen mod: 3%; RGS12 GoLoco inh: 2%; HttQ103 aggreg: -1%; HTT cytoprotect: -8%

How did COCCNC(=O)CN(c1cccc(OC)c1)S(=O)(=O)c1ccc(C)cc1 do in these assays?
GAA glycogen mod: 5%; IMPase Li cell: 1%[38.3 µM]; GAA inhib: -3%; aGlu spleen mod: 5%; RGS12 GoLoco inh: -5%; HttQ103 aggreg: -7%; HTT cytoprotect: -11%

What do the screens show for `Cc1c(Cl)cccc1NC(=O)CCN1CCCCC1`?
GAA glycogen mod: 7%; IMPase Li cell: 22%[38.3 µM]; GAA inhib: -3%; aGlu spleen mod: 3%; RGS12 GoLoco inh: -3%; HttQ103 aggreg: -11%; HTT cytoprotect: -10%

What do the screens show for `O=C(CCCn1c(=O)oc2ccccc21)N1CCN(c2ccc(F)cc2)CC1`?
GAA glycogen mod: 2%; GAA inhib: inconclusive; aGlu spleen mod: -4%; RGS12 GoLoco inh: -12%; HttQ103 aggreg: -23%[9.22 µM]; HTT cytoprotect: -10%[10 µM]

Results for COc1cc(OC)c(C(C)=O)c(O)c1C ?
IMPase Li cell: -4%; aGlu spleen mod: 2%; RGS12 GoLoco inh: 5%; HTT cytoprotect: 15%

Results for O=[N+]([O-])c1ccc(N2CCN(CCO)CC2)c2ncccc12 ?
GAA glycogen mod: 6%; IMPase Li cell: -1%; GAA inhib: -10%; aGlu spleen mod: 4%; RGS12 GoLoco inh: 5%; HttQ103 aggreg: 2%; HTT cytoprotect: 12%[10 µM]

Results for COC(=O)c1cccc(NC(=O)CCCOc2ccccc2)c1 ?
GAA glycogen mod: 0%; IMPase Li cell: -7%[38.3 µM]; GAA inhib: 0%; aGlu spleen mod: -3%; RGS12 GoLoco inh: 14%; HttQ103 aggreg: -19%; HTT cytoprotect: -12%

Not all compounds are listed, so the mix of outcomes need not match the whole.
